Cneo AK release = causes C. neoformans cell lysis. lysis activity, % at 15 µM. adenylate kinase release luminescence, 4 h; normalised: neutral wells 0, clomiphene wells 100. actives 0.2% (n = 360,000);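 active means mean lysis activity across replicates of at least 80%, whatever share of replicates individually reach that level; inactive means mean lysis activity below 80%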
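Test system: log-phase Cryptococcus neoformans yeast cells; Quantity: yeast cell density of 5 × 10^6 cells/mL; Buffer or medium: YPD; Doses: single compound concentration per well; Timing: 4 h at 37 °C static, read 1 h later; Measured by: AK luminescence; Read-out basis: lysis from increased AK signal; Control set: Clomiphene as positive control.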
LGR2 inh = inhibitors of bursicon-induced Drosophila LGR2 receptor cAMP signaling; AID 720647; inhibition, % at 9.99 µM; actives 0.35% (n = 380,000); HEK293 LGR2, CRE-luciferase, bursicon-stimulated, 4 h;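 active means drop in luminescence signal, shown as inhibition above about 50% in the replicate tests, limit read from the data, passing the limit was not always enough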;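 further: agonist challenge used bursicon conditioned medium at about half maximal strength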
PAX8 reporter = lowers PAX8-driven luciferase in RMG-I cells. RMG-I TPO-luciferase reporter, SteadyGlo, 24 h. inhibition, % at 12.6 µM. actives 1.2% (n = 360,000). AID 652154;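 active means mean replicate inhibition at least 60% with every replicate also reaching 60%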;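 further: luciferase light reporting Pax8 driven TPO promoter activity; plate controls were median of neutral control wells for no effect and mitoxantrone controls for full effect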
CASP6 VEID inh = inhibitors of human caspase-6; inhibition, % at 12.5 µM; purified caspase-6, Z-VEID-R110 cleavage fluorescence; actives 0.53% (n = 350,000); P55212;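 active means mean inhibition across replicates at least about 35%, with every replicate also reaching that limit, limit read from the data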;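 further: 0% = median of neutral control wells and 100% = no fluorescence left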
Target sequence (P55212 24-179 limits assumed): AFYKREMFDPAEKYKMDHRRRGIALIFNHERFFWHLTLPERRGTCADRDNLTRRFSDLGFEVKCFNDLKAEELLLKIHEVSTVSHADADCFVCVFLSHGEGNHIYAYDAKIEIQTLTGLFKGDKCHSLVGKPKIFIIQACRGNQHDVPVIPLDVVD
Target sequence (P55212 194-293 limits assumed): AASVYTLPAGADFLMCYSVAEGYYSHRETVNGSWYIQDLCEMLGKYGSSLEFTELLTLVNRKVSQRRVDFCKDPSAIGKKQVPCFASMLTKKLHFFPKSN
PGC1a acetyl inh = lowers PGC1a acetylation signal in U2OS cells. inhibition, % at 15.6 µM. actives 0.17% (n = 350,000). AlphaScreen anti-acetyl-lysine; with virally co-expressed GCN5 acetyltransferase. AID 651687;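 active means every replicate shows inhibition of at least 40%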;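 further: 0% = neutral control wells and 100% = positive control wells; some results beyond the cut were filed as inactive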
miR122 inh = blocks miR-122 activity in Huh7 sensor cells; Huh7 miR-122 Renilla luciferase sensor, 48 h; neutral wells = 0, positive control = 100; activation (reporter increase), % at 12.5 µM; actives 0.3% (n = 340,000); AID 602342;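 active means mean replicate activation score at least 90 and every replicate individually at or above 90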;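 further: higher luciferase means less miR-122 activity so hits act as miR-122 inhibitors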
FN deposition inh = fibronectin deposition inhibition; AH1F fibroblasts, Alexa488-fibronectin deposition fluorescence, overnight; inhibition, % at 12.6 µM; actives 0.086% (n = 350,000); AID 743247;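 active means mean inhibition across replicates of 30% or more, regardless of how many single replicates reach that level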;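 further: positive control wells lacked labelled fibronectin entirely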
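Test system: AH1F fibroblast monolayer depositing Alexa488-labelled fibronectin into matrix. Input: 10000 cells per well. Technique: fluorescence, ex 485 nm, em 525 nm. Buffer or medium: DMEM plus 2% serum, read in PBS. Timing: 1 h cell adhesion before compound, then overnight fibronectin incubation. Compound: single dose, pinned. Read-out basis: inhibition from reduced deposited-fibronectin fluorescence.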
EWS-Fli block = EWS/Fli transcriptional activity inhibition | A673 NR0B1-luciferase reporter, viability-normalised | inhibition, % at 12.6 µM | actives 0.67% (n = 350,000) | AID 651661;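 active means mean inhibition of at least 50% after viability correction, with every replicate also passing that limit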;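 further: firefly luciferase signal divided by Alamar Blue viability fluorescence both relative to DMSO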
* hit, by the source's call; · = no result given; & = joins results of further samples; [ ] = remark or other dose.

SMILES	Cneo AK release	LGR2 inh	PAX8 reporter	CASP6 VEID inh	PGC1a acetyl inh	miR122 inh	FN deposition inh	EWS-Fli block
Cn1c(=O)c(=O)n(C)c2cc([N+](=O)[O-])c([N+](=O)[O-])cc21	·	-12	0	7	8	·	4	41
Cc1ccc2c(CC(=O)Nc3ccc(F)c(S(=O)(=O)N4CCOCC4)c3)coc2c1	-1	5	-9	-4	-9	·	4	-5
O=C(C1CC1)N1CCN=C1SCc1ccccc1	-1	-5	-14	-4	1	·	4	-15
CN(C)c1ccc(C(=O)NCc2ccc3c(c2)CCO3)cc1	0	-11	-16	-3	-14	-4	0	1
COc1ccccc1-c1sc2cc3c(cc2c1-c1ccc(O)cc1)OCO3	0	0	5	1	1	8	1	4
O=C(C[C@H]1CC[C@H]2[C@@H](COC[C@H](O)CN2C(=O)Cc2ccccc2)O1)NC1CCC1	1	10	3	-2	-1	2[16.7 µM]	-11	-6
C[C@@H]1CN([C@H](C)CO)C(=O)c2cccc(NC(=O)C3CCOCC3)c2O[C@@H]1CN(C)C	-6	-5	-22	2	0	-1[16.7 µM]	·	-10
Nc1c(-c2ccccc2)cnn1-c1ccc(C(=O)O)cc1	1	-48	·	·	-5	-4	3	·
COCC#Cc1cnc2c(c1)C(=O)N([C@H](C)CO)C[C@@H](C)[C@H](CN(C)S(=O)(=O)c1cn(C)cn1)O2	-4	1	·	1	0	-1[16.7 µM]	-2	-20
NC(=S)NNC(=O)/C(=C/c1ccc(Br)cc1)NC(=O)c1ccccc1	-1	-3	7	-3	0	3	4	3
COc1ccc(NC(=O)COC(C)=O)cc1Cl	0	5	18	-4	11	0	9	3
O=C(CC1NC(=S)NC1=O)c1ccc(Cl)cc1 (configuration not stated)	-1	13	-4	-2	0	4	17	2
COc1cccc(Cn2c3ccc(NC(=O)CCc4ccc(F)cc4)cc3c(=O)n2C)c1	4	14	17	-1	-11	77	-2	30
O=c1ccc2nc3ccccc3sc-2c1	4	9	-25	4	-14	1	-10	28
COc1cc(C2C(C(=O)c3ccc(C)o3)=C(O)C(=O)N2Cc2ccccc2)ccc1O (configuration not stated)	7	15	-3	5	·	·	0	1
Cc1ccc(S(=O)(=O)N2CCOCC2)cc1C(=O)N(Cc1nnc(-c2ccccc2Cl)o1)C1CC1	2	-11	24	0	·	·	9	4
C[C@H]1CCCCO[C@@H](CN(C)Cc2ccc(C(=O)O)cc2)[C@@H](C)CN([C@@H](C)CO)C(=O)c2cc(NS(=O)(=O)c3ccc(Cl)cc3)ccc2O1	-2	7	87*	-1	10	7[16.7 µM]	10	-17
COc1cc(CNc2ncnc3c2ncn3[C@H]2CN(Cc3cc(OC)c(OC)c(OC)c3)C[C@@H](CO)O2)cc(OC)c1OC	3	15	3	0	-3	-5	15	8
COc1ccc(OC)c2cc3ccccc3cc12	-1	14	13	15	9	·	·	7
CC1=CC2=NC(=O)CC(C)(C(=O)N(CC(=O)NC(C)(C)C)C3CCCC3)N2C=C1 (configuration not stated)	-2	·	·	·	2	-2	11	·
CCOc1ccc(S(=O)(=O)N2CN(c3cccc(C(C)=O)c3)c3nc4ccccc4nc32)cc1	·	·	-13	0	·	·	-7	-9
CCOc1ccc(-c2nnn(CC(=O)Nc3cc(OC)cc(OC)c3)n2)cc1OCC	-2	-3	·	·	-5	3	·	12
CC1C(=O)N2CCCc3cc(S(=O)(=O)N4CCN(c5ccccc5F)CC4)cc1c32 (configuration not stated)	-2	-13	7	3	2	6	4	8
Cc1cccc(OCc2nnc(SCC(=O)c3c(N)n(C4CC4)c(=O)[nH]c3=O)o2)c1	1	9	-13	-1	·	·	-10	-3
C[C@H]1CN([C@@H](C)CO)C(=O)CCCn2cc(nn2)CO[C@H]1CN(C)Cc1ccc(-c2ccccc2)cc1	-5	6	·	-4	-5	0[16.7 µM]	-5	-6
Cc1cccc(C)c1NC(=O)COC(=O)c1ccc([N+](=O)[O-])o1	·	3	23	-7	·	·	1	-2
COC(=O)c1sccc1-c1ccc(C(=O)Nc2ccccc2)o1	-14	·	·	·	-5	2	3	·
N#Cc1cccc(CN2C=NS(=O)(=O)c3ccccc32)c1	2	3	-3	-2	9	1	-1	7
COc1ccc(S(=O)(=O)NC(C)C)cc1-n1cnnn1	-2	24	0	-2	3	5	-1	6
O=C(CC1C(=O)NCCN1Cc1c(F)cccc1Cl)NCCCN1CCCC1=O (configuration not stated)	3	-18	-4	-2	·	·	13	·
O=C(O)[C@]1(Cc2ccccc2)N=C(c2ccc(OCCCO)cc2)O[C@@H]1c1ccccc1	-1	·	·	12	8	·	·	-10
CCOC(=O)N1CCC(=C(C#N)C(=O)Nc2cc(OC)ccc2OC)CC1	1	6	·	3	0	4	·	10
CC(C(=O)O)n1ncc2ccccc2c1=O (configuration not stated)	1	-5	2	-1	-1	-6	-15	-5
O=C1c2ccccc2-c2cccc(C(=O)N3CCCCC3)c21	·	-1	9	-5	·	·	-3	5
O=C(O)CCc1ccc(-c2cccs2)n1CCC(=O)O	1	·	6	·	7	-2	6	·
NC(=O)CC(NC(=O)Cc1ccc(Br)cc1)c1ccc(NC2CCCC2)c([N+](=O)[O-])c1 (configuration not stated)	0	10	28	·	1	-6	9	17
O=C(NCCN1CCOCC1)c1ccncc1	0	·	10	·	-4	-7	-1	·
Cc1ccc(C)c(NC(=O)CSc2nc(=O)n(CCN3CCOCC3)c3c2CCCC3)c1	·	12	20	1	·	·	-6	1
Cc1c(Cl)cccc1NC(=S)NCc1cccn1C	7	-11	-10	·	3	-1	-10	·
Cc1ccc(CCNC(=O)C2CCCN(C(=O)N(C)C)C2)cc1 (configuration not stated)	-1	-7	·	-1	-1	4	·	-2
O=C(Nc1ccccc1F)N1CCCCN2[C@H](C1)[C@H](c1ccc(-c3cccnc3)cc1)[C@@H]2CO	-1	1	-2	2	0	9[16.7 µM]	·	·
COc1ccc(C(=O)NCC(=O)OCc2ccccc2F)cc1	-1	-25	-17	2	·	-2	11	14
CC1(C(=O)NS(=O)(=O)Cc2ccccc2C(F)(F)F)CCN1C(=O)c1ccccc1 (configuration not stated)	0	-4	7	-10	4	0	-1	-3
CCCn1c(=O)c2c(nc3n2CCCN3CCc2ccccc2)n(C)c1=O	-1	-7	2	-2	-1	4	3	0
COc1ccc2cc(C3(C)NC(=O)N(CC(=O)NCC(F)(F)F)C3=O)ccc2c1 (configuration not stated)	0	-4	2	3	-8	8	1	9
CC(C)NC(=O)Nc1ccc2c(c1)C(=O)N(C)[C@H]1CC[C@@H](CC(=O)NCC(F)(F)F)O[C@H]1CO2	-3	-5	-3	·	-2	-7[16.7 µM]	-2	-75
Cc1noc(C)c1-c1ccc(C(=O)NCc2ccc(Cl)cc2)c2occc12	1	-12	6	1	-12	-3	-4	0
Cc1cccc(NC(=O)CSc2nc3[nH]ncc3c(=O)[nH]2)c1	·	-2	-2	0	·	·	9	6
CCC(C)NS(=O)(=O)c1ccc(NC(=O)c2c(-c3ccccc3)noc2C)cc1 (configuration not stated)	2	-2	40	2	-2	3	6	5
Cc1ccc(/C=N/n2c(-c3ccco3)n[nH]c2=S)cc1	·	·	-5	-7	-11	·	-2	4
CN1CCN(C(=O)CSc2nc3c(c(=O)n(C)c(=O)n3C)n2C)CC1	0	0	3	4	0	5	-2	-11
C[C@H](CO)N1C[C@H](C)[C@@H](CN(C)C(=O)C2CCC2)Oc2ncc(C#Cc3cccc(F)c3)cc2C1=O	1	4	7	-1	9	2[16.7 µM]	·	0
O=C(CC1SC(=O)NC1=O)Oc1ccc(/C=N/NC(=O)c2ccccc2O)cc1 (configuration not stated)	·	-8	-13	3	-4	·	4	-3
N/C(=N\OCC(=O)Nc1ccc(F)c(Cl)c1)c1ccccc1	1	-2	-7	2	·	·	3	-7
C=CCOc1ccc(C(=O)Nc2ccc3c(c2)n(C)c(=O)n3C)cc1	-1	-22	-7	-1	·	·	-4	8
Cn1c(NNC(=O)/C=C/c2ccc3c(c2)OCO3)cc(=O)n(C)c1=O	12	-7	-13	-2	6	-2	-3	-5
Cc1cc2nc(SCCOC(=O)Nc3ccccc3)nc(C)c2cc1C	0	-21	16	·	·	2	-2	·
C[C@H](CO)N1C[C@H](C)[C@@H](CN(C)C(=O)Nc2ccnc(N3CCOCC3)c2)OCc2ccccc2-c2c(n(C)c3ccccc23)C1=O	·	11	-9	-2	·	·	5	28
CCCS(=O)(=O)NC(=O)C1(C)CCN(C(=O)Cc2ccc3ccccc3c2)C1 (configuration not stated)	7	15	·	0	8	-5	2	0
O=C(O)c1cc(-c2ccccc2)n(-c2ccc(F)cc2)n1	-7	-1	-3	0	·	3	-2	1

By substructure, the entries above with a furan ring, fused or not (six)
SMILES	Cneo AK release	LGR2 inh	PAX8 reporter	CASP6 VEID inh	PGC1a acetyl inh	miR122 inh	FN deposition inh	EWS-Fli block
Cc1ccc2c(CC(=O)Nc3ccc(F)c(S(=O)(=O)N4CCOCC4)c3)coc2c1	-1	5	-9	-4	-9	·	4	-5
COc1cc(C2C(C(=O)c3ccc(C)o3)=C(O)C(=O)N2Cc2ccccc2)ccc1O (configuration not stated)	7	15	-3	5	·	·	0	1
Cc1cccc(C)c1NC(=O)COC(=O)c1ccc([N+](=O)[O-])o1	·	3	23	-7	·	·	1	-2
COC(=O)c1sccc1-c1ccc(C(=O)Nc2ccccc2)o1	-14	·	·	·	-5	2	3	·
Cc1noc(C)c1-c1ccc(C(=O)NCc2ccc(Cl)cc2)c2occc12	1	-12	6	1	-12	-3	-4	0
Cc1ccc(/C=N/n2c(-c3ccco3)n[nH]c2=S)cc1	·	·	-5	-7	-11	·	-2	4

The list goes on.
SMILES	Cneo AK release	LGR2 inh	PAX8 reporter	CASP6 VEID inh	PGC1a acetyl inh	miR122 inh	FN deposition inh	EWS-Fli block
Cc1ccccc1OCCCCCNCCO	0	4	·	-2	-10	8	·	10
O=C(Nc1ccc(S(=O)(=O)N2CCCCC2)cc1)C1CC(=O)N(c2ccc(F)cc2)C1 (configuration not stated)	-1	-2	9	-4	·	·	-5	9
O=c1oc2c(CN3CCCCC3)c(O)ccc2c2c1CCCCC2	-4	·	·	·	6	11	2	·
O=C(NC1CCCC1)C(c1ccccc1)N(C(=O)c1csnn1)c1ccccc1F (configuration not stated)	-3	3	4	-2	·	·	-5	0
C[C@@H]1CN([C@H](C)CO)C(=O)CCCn2nncc2CO[C@H]1CN(C)S(C)(=O)=O	0&-1	·	1&0	0&-3	-2&11	3	-4&4	-2&-4
COCCNC(=S)N(CCO)Cc1cc2cc3c(cc2[nH]c1=O)OCO3	4	22	-14	1	6	·	7	12
CCn1nc(C(=O)Nc2ccccc2C)c(Cl)c1Cl	-2	·	0	·	9	-8	-6	·
COC(=O)N=Nc1c(O)n(Cc2ccccc2)c2ccccc12	-5	-5	13	3	-4	4	-5	-5
CC1OC(OC2C(CO)OC(OCC3OC(OC(=O)[C@@]45CCC(C)(C)C[C@@H]4C4=CC[C@@H]6[C@@]7(C)CCC(OC8OCC(O)C(O)C8OC8OC(C)C(O)C(O)C8O)[C@@](C)(CO)C7CC[C@@]6(C)[C@]4(C)CC5)C(O)C(O)C3O)C(O)C2O)C(O)C(O)C1O (some centres not stated)	-1	8	1	-1	12	-7	-1	-10
O=C(CSc1nnc(-c2ccc3c(c2)OCO3)n1-c1ccccc1)c1ccccc1	-2	-9	14	-2	·	2	14	10
CC1CC(C)CN(C(=O)c2ccc(CSc3nc4ccncc4[nH]3)cc2)C1 (configuration not stated)	1	5	4	4	-4	13	-4	9

Bioassay records from PubChem BioAssay.
